GLD-1 TGE inh: GLD-1-TGE RNA interaction inhibition (C. elegans) | Q17339 | purified GLD-1 + fluorescein TGE RNA, fluorescence polarization | inhibition, % at 5.96 µM | 320,000 compounds, 0.44% hits;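 active means percent inhibition above a per-plate cutoff, the plate mean of test compounds plus 3 SD, cut at about 30% in these data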;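 further: 0% = DMSO wells with GLD-1 and probe and 100% = wells lacking GLD-1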
Fam108B inh: counter-screen for RBBP9 inhibitors: inhibitors of mouse Fam108B | recombinant Fam108B, FP-Rh probe fluorescence polarization | inhibition, % at 9.51 µM | 300,000 compounds, 0.33% hits;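 active means inhibition above the screen mean inhibition plus 3 SD, computed separately per campaign, cut at about 18% in these data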;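 further: inhibitors lower polarization as less probe binds the enzyme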
Efflux pump mplx: inhibitors of Candida antifungal efflux pumps expressed in yeast | S. cerevisiae Candida pump triplex, Nile Red efflux | inhibition, % at 10 µM | 330,000 compounds, 0.44% hits | AID 485275;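 active means plate passing quality check with inhibition over a set limit, or well fluorescence over plate mean plus 4 SD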;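 further: Nile Red retained in pooled yeast measured as flow cytometry median fluorescence; 0% = buffer negative control and 100% = Enniatin B positive control; higher means more Nile Red kept so more efflux inhibition; some compounds called inactive have numbers as strong as hits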
MEX-5 binding: C. elegans MEX-5 TCR-2 RNA binding activity. 300,000 compounds, 0.38% hits. Q9XUB2. activity score (negative = inhibition of binding), % at 10 µM. MEX-5/FITC-TCR2 RNA binding, fluorescence polarization; active compounds read low;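 active means inhibition past about -25% in most replicates, and total fluorescence under double the plate's negative control median, limit read from the data; inconclusive means replicates evenly split on the limit, or fluorescence at least double controls; inactive means too little inhibition in most replicates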;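 further: 0% = DMSO and -100% = 5 µM competing unlabeled TCR2 RNA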
MCL1 BIM primary: MCL1-BIM-BH3 interaction inhibition (human). Q07820. GST-MCL1 / FITC-Bim-BH3 fluorescence polarization. inhibition, % at 10.9 µM. 320,000 compounds, 0.68% hits. AID 2057;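 active means inhibition above the mean inhibition of all tested compounds plus 3 SD, set per campaign, cut at about 40% in these data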;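 further: 0% = DMSO wells and 100% = unlabeled Bim-BH3 peptide control; higher means more loss of mP so more displacement of Bim peptide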
VLA-4 inh: inhibition in a human VLA-4 binding assay. 330,000 compounds, 0.2% hits. inhibition, % (about 7 µM as worked out from the volumes in the protocol). VLA-4 expressing cells, ligand binding flow cytometry. AID 2557; in the data active means inhibition above about 50%
PME-1 primary: blocks human protein phosphatase methylesterase 1; Q9Y570; recombinant PME-1, FP-Rh probe fluorescence polarization; inhibition, % at 5.9 µM; 320,000 compounds, 0.53% hits; AID 2130;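 active means inhibition above the campaign mean of all compounds plus 3 SD, cut at about 26% in these data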;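 further: competitive labeling of PME-1 active site by serine hydrolase directed probe; 0% = PME-1 with DMSO and 100% = wells lacking PME-1 enzyme; inhibitors block probe labeling so polarization falls and inhibition rises; many of its hits are not listed in these tables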
GRK2 aptamer HTS: human GRK2 inhibition via aptamer displacement; 330,000 compounds, 0.59% hits; AID 488847; inhibition of aptamer binding, % at 10 µM; P25098; bead flow cytometry, FAM-aptamer displacement from GRK2;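 active means inhibition of aptamer binding above 40%, roughly 3 SD of noise, on plates passing a quality check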;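 further: median bead fluorescence of bound FAM aptamer so fluorescent compounds give negative values; no value below 0 was filed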
Target sequence (P25098 whole entry, looked up): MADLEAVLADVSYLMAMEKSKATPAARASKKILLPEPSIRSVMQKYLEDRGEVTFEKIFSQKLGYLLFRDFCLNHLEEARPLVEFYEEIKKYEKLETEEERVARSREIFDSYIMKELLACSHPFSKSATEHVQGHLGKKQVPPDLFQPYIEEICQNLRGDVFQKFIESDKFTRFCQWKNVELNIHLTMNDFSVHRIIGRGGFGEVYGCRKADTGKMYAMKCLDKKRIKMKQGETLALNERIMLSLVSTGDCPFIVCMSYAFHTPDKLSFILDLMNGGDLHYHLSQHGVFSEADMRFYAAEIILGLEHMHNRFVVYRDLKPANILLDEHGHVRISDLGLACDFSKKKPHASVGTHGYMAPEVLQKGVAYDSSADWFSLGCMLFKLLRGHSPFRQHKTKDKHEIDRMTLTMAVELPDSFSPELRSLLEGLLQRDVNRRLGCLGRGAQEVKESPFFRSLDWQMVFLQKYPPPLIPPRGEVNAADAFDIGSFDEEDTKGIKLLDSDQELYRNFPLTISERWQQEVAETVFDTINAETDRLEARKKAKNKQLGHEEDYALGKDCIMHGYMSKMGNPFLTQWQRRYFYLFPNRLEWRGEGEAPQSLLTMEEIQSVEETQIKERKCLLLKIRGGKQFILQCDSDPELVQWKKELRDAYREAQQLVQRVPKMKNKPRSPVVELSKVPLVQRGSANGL
BCLXL inh: Bcl-xL (human) inhibition. AID 2129. GST-Bcl-xL / FITC-Bim BH3 peptide fluorescence polarization. 320,000 compounds, 0.7% hits. inhibition, % at 10.9 µM. Q07817;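 active means inhibition above the mean of all tested compounds plus 3 SD, cutoff set per campaign, cut at about 30% in these data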;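 further: 0% = DMSO wells and 100% = unlabeled Bim-BH3 peptide competitor; inhibitors lower millipolarization by displacing the labeled peptide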
Target sequence (Q07817 whole entry, looked up): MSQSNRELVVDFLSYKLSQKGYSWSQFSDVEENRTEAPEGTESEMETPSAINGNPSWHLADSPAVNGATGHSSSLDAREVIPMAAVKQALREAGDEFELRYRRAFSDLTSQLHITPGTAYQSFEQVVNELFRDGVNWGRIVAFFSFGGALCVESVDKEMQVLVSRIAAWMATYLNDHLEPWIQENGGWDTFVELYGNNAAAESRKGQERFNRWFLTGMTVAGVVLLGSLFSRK
* marks the source's active call; other numbers are inactive results; u = inconclusive; x = not tested or not shown. Some of the compounds tested; the hit share may differ from the screen's.

smiles	GLD-1 TGE inh	Fam108B inh	Efflux pump mplx	MEX-5 binding	MCL1 BIM primary	VLA-4 inh	PME-1 primary	GRK2 aptamer HTS	BCLXL inh
C#CCSc1nncn1C(=O)/C=C/c1ccccc1	7.3	0.7	0.1	-0.1	2.8	17.3	0.8	1.0	2.5
COc1ccc(CN(C(=O)c2ccco2)C2CCS(=O)(=O)C2)cc1 (stereo not drawn)	-0.9	1.1	0.1	1.9	-1.4	5.9	0.0	14.0	2.0
CCOCCNC(=O)c1ccccc1C(=O)NCCOCC	4.5	-1.2	-0.1	1.2	-2.1	9.4	2.8	0.0	0.8
Cc1c(NC(=S)NC(=O)c2ccccc2Br)c(=O)n(-c2ccccc2)n1C	-1.8	2.7	0.3	-0.4	5.9	15.4	0.5	0.0	2.2
COc1cccc(-n2c([S-])c(C(=O)Nc3ccc(C(F)(F)F)cc3)[n+]3ccccc23)c1	11.3	-0.6	-0.1	-2.1	-9.2	-0.2	-4.3	0.0	-3.4
COc1ccc(C(C)=O)cc1COC(=O)c1ccc2c(c1)OCCO2	1.5	x	-0.2	x	-6.9	1.6	-1.1	0.0	-5.4
CCN1CCN(C(=O)CSc2ccc(C)cc2)CC1	10.9	5.5	-0.1	2.1	9.3	15.1	-1.5	0.0	8.6
CCCc1c(C)c2cccc(C)c2[nH]c1=O	3.1	-4.0	0.1	0.3	3.2	2.3	1.3	0.0	5.3

An excerpt from above with just Fam108B inh and GRK2 aptamer HTS:
| Molecule | Fam108B inh | GRK2 aptamer HTS |
| --- | --- | --- |
| COc1ccc(C(C)=O)cc1COC(=O)c1ccc2c(c1)OCCO2 | x | 0.0 |
| COc1ccc(CN(C(=O)c2ccco2)C2CCS(=O)(=O)C2)cc1 (stereo not drawn) | 1.1 | 14.0 |
| COc1cccc(-n2c([S-])c(C(=O)Nc3ccc(C(F)(F)F)cc3)[n+]3ccccc23)c1 | -0.6 | 0.0 |
| CCN1CCN(C(=O)CSc2ccc(C)cc2)CC1 | 5.5 | 0.0 |

(continued)
smiles	GLD-1 TGE inh	Fam108B inh	Efflux pump mplx	MEX-5 binding	MCL1 BIM primary	VLA-4 inh	PME-1 primary	GRK2 aptamer HTS	BCLXL inh
CC(C)c1onc(C(=O)Nc2sc3c(c2C#N)CCC3)c1[N+](=O)[O-]	-0.4	-1.3	-0.1	-1.2	8.0	16.2	9.6	4.0	-0.3
CN(CC(=O)Nc1ccc(F)cc1)C(=O)CSc1nc2ncc(Cl)cc2[nH]1	-1.5	2.2	-0.1	1.6	0.3	19.1	3.6	1.0	-3.4
O=C(Nc1ccc(N2C(=O)C3C4C=CC(C4)C3C2=O)cc1)Nc1nnc(C(F)(F)F)s1 (stereo not drawn)	-0.9	-4.3	0.2	-1.0	-1.4	11.3	-15.1	5.0	4.3
COc1ccccc1-n1cnnc1SCC(=O)Nc1ccccc1	-1.9	-1.7	-0.1	-2.4	2.6	7.7	0.2	0.0	3.3
CC1CCCC(C)N1C(=O)COC(=O)c1ccc(Br)c(S(=O)(=O)N2CCOCC2)c1 (stereo not drawn)	5.8	x	0.2	x	x	4.7	x	0.0	x
NCCCC[C@H](NC(=O)C1CCNCC1)c1nnc([C@@H](N)Cc2ccc(O)cc2)o1	2.5	1.8	x	-2.9	6.2	x	0.7	x	6.5
COc1cccc(C(=O)Cn2c(=N)n(C)c3ccccc32)c1	-4.8	4.0	-0.1	-0.2	8.2	10.4	14.2	0.0	3.0
CCc1cccc(C)c1N(C(=O)Cn1c(COC)nc2ccccc21)C(C)COC (stereo not drawn)	2.0	2.0	0.0	0.6	-1.9	-12.8	5.3	0.0	0.9
CC(=O)Oc1ccc(C2=NN(c3ccccc3)C(c3ccccc3)C2)cc1 (stereo not drawn)	1.5	-3.9	0.4	0.0	0.2	14.3	0.9	0.0	3.0
Cc1ccc2c(c1)c1nnc(SCC(=O)N3CCN(c4ccc(F)cc4)CC3)nc1n2CC(=O)O	-2.0	-2.4	0.0	1.0	0.7	10.6	-2.2	100.0*	11.1
CC(C)=CCN1CCN(Cc2cc3ccccc3[nH]2)CC1CCO (stereo not drawn)	1.6	-4.9	0.0	-1.7	-8.2	0.0	1.1	0.0	7.0
CC(=O)Nc1ccc(NC(=O)C2CC(=O)N(c3cccc(C)c3C)C2)cc1 (stereo not drawn)	11.4	-4.7	0.0	-1.2	3.4	-9.0	-9.0	0.0	3.1
OCCCNC(=S)Nc1ccc(Br)cc1Cl	-1.1	0.4	0.2	-1.1	10.1	-3.9	3.1	3.0	4.8
O=C(CN1CCN(c2ccccn2)CC1)Nc1ccc(F)cc1F	2.1	1.0	0.1	-2.5	1.7	-5.7	-2.4	5.0	9.6
O=C1c2cccnc2C(=O)N1Cc1ccc(S(=O)(=O)NCc2ccco2)cc1	8.7	0.3	0.1	-1.8	-7.2	2.9	-3.8	0.0	-2.7
NC1=NC(c2ccccc2C(F)(F)F)N(c2ccc(F)c(Cl)c2)C(N)=N1 (stereo not drawn)	1.0	4.9	0.1	-0.4	-3.6	8.7	-3.7	0.0	-3.9
COc1cccc(S(=O)(=O)Nc2ccc(C(=O)NCc3ccco3)cc2)c1	-13.9	-2.8	0.0	-0.5	-8.4	12.1	-4.9	0.0	-6.1
CCc1c(C)nc2ncnn2c1NCCc1ccccc1	0.3	1.0	0.0	1.3	8.2	1.0	5.7	2.0	2.3
COc1ccc(CC2c3cc(OC)c(OC)cc3CC[N+]2(C)CCC(=O)OCCCCCOC(=O)CC[N+]2(C)CCc3cc(OC)c(OC)cc3C2Cc2ccc(OC)c(OC)c2)cc1OC (stereo not drawn)	3.2	4.3	0.0	x	3.0	3.5	2.2	0.0	2.0
O=C(N/N=C1\CCCc2ccccc21)c1cccc(Br)c1	3.8	2.8	0.2	1.7	7.5	-11.3	-5.6	0.0	5.8
O=C(Cc1ccccc1)NCCS(=O)(=O)N1CCN(c2ccccc2)CC1	-3.0	0.0	0.0	0.1	2.3	6.4	1.6	2.0	3.8
Cc1ccc(C(=O)NC(=S)N(C)Cc2ccccc2)cc1	-0.1	4.1	-0.1	-1.4	3.2	31.9	-1.4	0.0	2.3
O=C(Cc1ccccc1)NNC(=O)c1cnccn1	0.3	6.0	0.0	u	-7.0	-0.7	-0.3	0.0	-5.9
Cc1csc(NC(=O)CSc2[nH]c(=O)ncc2C)n1	6.8	-6.2	-0.3	-2.1	6.8	0.7	-0.9	5.0	-0.1
CCOC(=O)c1ccc(NC(=O)C(C)Sc2nc(O)c(-c3ccccc3)c(=O)[nH]2)cc1 (stereo not drawn)	-1.1	4.9	-0.1	1.2	1.1	-2.4	0.2	0.0	6.6
CC(=O)c1cc(CN2CCN(CCC(C)C)C(CCO)C2)cs1 (stereo not drawn)	-6.9	-2.2	0.1	-2.3	-0.2	-3.8	-8.3	0.0	-1.3
CCOc1cc(/C=C2/C(=O)NN(c3cccc(Cl)c3)C2=O)ccc1O	-16.1	3.0	-0.2	3.5	-42.6	-0.3	4.9	5.0	-26.8
O=C(Cc1ccccc1[N+](=O)[O-])NCc1ccco1	-0.5	-4.3	0.0	0.8	0.3	13.0	-4.8	1.0	6.7
CSCc1nnc(NC(=O)c2ccc(S(=O)(=O)N(C)C)cc2)o1	4.0	-1.8	-0.2	-0.5	-1.9	28.9	2.2	0.0	-2.9
Cc1cc(N/C(=N\S(=O)(=O)c2ccc(F)cc2F)c2ccccc2)no1	2.2	0.1	0.0	0.3	7.0	-5.0	-4.3	3.0	2.8
COc1ccc(CCNC(=O)C(=O)NCC2CCCN2S(=O)(=O)c2cc(C)ccc2C)cc1 (stereo not drawn)	5.3	-0.3	0.1	-0.7	-6.8	2.8	-2.8	0.0	2.8
CCC(=O)NC1=C(C#N)C2(CCCC2)Cc2ccccc21	3.2	2.6	-0.1	-1.5	6.0	11.7	-9.5	1.0	0.1
COc1cc(/C=N/NC(=O)c2cccc3ccccc23)cc(OC)c1OC	0.5	0.0	0.0	2.2	6.5	35.4	0.5	0.0	-3.7
COc1ccc(NC2=CC(c3ccc(OC)cc3)N(c3ccc(OC)cc3)C2=O)cc1 (stereo not drawn)	-3.4	2.4	0.1	-0.9	-3.0	4.1	5.0	4.0	-1.6
Cc1ccccc1C(C)NC(=O)COC(=O)Cn1cc(C(F)(F)F)ccc1=O (stereo not drawn)	1.2	x	0.0	x	-0.3	1.4	3.4	18.0	4.2
CC(C)C[C@H](NC(=O)c1nc[nH]c1C(=O)N1CCc2ccccc2C1)C(=O)OC(C)(C)C	5.4	-2.3	-0.3	4.9	4.5	-8.2	9.6	4.0	2.2
O=C(O)CCn1cc(/C=C/C(=O)c2ccc(Cl)cc2)c(-c2cccc(Br)c2)n1	-4.6	-17.6	0.1	-3.5	4.0	9.1	-8.5	1.0	6.3
O=C1/C(=C/N(C(=O)c2ccco2)c2ccc(Cl)cc2)Sc2ccccc21	-37.0	-10.0	-0.2	1.1	-76.0	-22.4	0.7	0.0	-46.5
CC(=O)N1CCN(C(=S)c2ccc(-c3ccc(Cl)cc3)o2)CC1	6.0	-2.7	-0.2	1.5	14.2	9.8	-1.6	0.0	9.9
CC(=O)Nc1nnc(SCc2ccc(F)cc2)s1	-1.3	-1.7	-0.1	3.4	-0.1	29.0	1.4	1.0	6.4
Cc1ccc(N2CC(C(=O)Nc3ccccc3C(=O)NC3CCCCC3)CC2=O)cc1C (stereo not drawn)	4.4	0.2	0.1	-1.1	4.0	-0.3	-0.2	3.0	0.6
COc1cc(C2NC(=O)NC(O)(C(F)(F)F)C2C(C)=O)cc(OC)c1OC (stereo not drawn)	-0.1	-0.5	-0.1	0.7	-2.7	5.3	1.0	0.0	-3.8
CCOc1ccc(CCNC(=O)COC(=O)c2cccc(S(=O)(=O)N3CCOCC3)c2)cc1OCC	0.5	-0.1	0.1	-5.0	-7.3	-1.0	-0.1	0.0	-5.2
COc1cc(OC)cc(-c2cc3nc(C)c(CCC(=O)NCc4ccccc4)c(C)n3n2)c1	9.5	-2.6	-0.1	2.0	2.7	1.1	-0.7	0.0	5.3
CCc1cc(C(=O)Cc2ccc(F)cc2)c(O)cc1O	7.0	1.4	-4.9	-2.0	2.8	-5.5	0.5	0.0	3.0
CCc1ccc(CN2CCC(n3nccc3NC(=O)c3ccc4c(c3)OCO4)CC2)cc1	4.3	-0.2	0.3	0.9	-1.1	7.9	7.8	0.0	-2.2
COC(=O)COc1cccc2c(=O)n(CC(=O)NCCc3ccc(OC)c(OC)c3)ccc12	-0.8	5.7	-0.2	-0.9	0.9	13.4	-1.6	0.0	0.5
O=C(CSc1nnc(CNC(=O)c2ccccc2)o1)NCCc1ccccc1	-1.6	0.5	-0.1	-2.3	-13.0	-18.0	-3.7	0.0	1.4
